# Screens from PubChem.
# Mcl-1 Bim block: disrupts Bim peptide binding to human Mcl-1; Q07820; Bead-based flow cytometry, Bim peptide-Mcl-1 binding; inhibition, % at 10 µM; hit rate 0.1% among 190,000;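 further: 0% = no compound tracer wells and 100% = peptide blocker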
# Mcl1 Bid PPI: disrupts binding of human Mcl-1 to Bid peptide; Q07820; TR-FRET Mcl-1/Bid-Dy647 peptide binding, 1536-well; inhibition, % at 21.7 µM; hit rate 0.97% among 220,000; AID 1021;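 active means compounds that cut the binding signal by more than half at the single screening dose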;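 further: His-tagged Mcl-1 with europium anti-His antibody binding Bid BH3 peptide; 0% = Mcl-1 plus peptide wells and 100% = peptide-only wells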
# GSH bead fluor: GSH bead compound fluorescence profile; GSH beads flow cytometry, compound fluorescence 488/530 nm; active compounds read high; fluorescence (KMESF) at 10 µM; hit rate 0.25% among 190,000; AID 1776; in the data active means fluorescence above about 89;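 further: glutathione beads carrying GST-tagged Bcl family fusion proteins plus one bare bead set; values are compound well signal with DMSO vehicle wells as background; inactives centre near 16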
# Bim-Bcl-W: disrupts Bim peptide binding to human Bcl-W | hit rate 0.02% among 190,000 | bead-based flow cytometry | Q92843 | inhibition, % at 10 µM;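 further: 0% = bound tracer without compound and 100% = peptide blocker; higher means less fluorescent Bim peptide bound to Bcl-W beads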
# Target sequence (Q92843 whole entry, looked up): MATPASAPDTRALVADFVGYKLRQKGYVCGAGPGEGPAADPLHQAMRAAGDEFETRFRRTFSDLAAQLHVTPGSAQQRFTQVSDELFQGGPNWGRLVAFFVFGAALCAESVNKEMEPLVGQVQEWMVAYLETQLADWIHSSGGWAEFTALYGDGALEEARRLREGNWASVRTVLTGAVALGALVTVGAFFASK
# Bcl-B Bim block: disrupts Bim peptide binding to human Bcl-B; bead-based flow cytometry; inhibition, % at 10 µM; hit rate 0.073% among 190,000; AID 951;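 further: 0% = tracer peptide without compound and 100% = reference inhibitor peptide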
# Target sequence (Q9HD36 whole entry, looked up): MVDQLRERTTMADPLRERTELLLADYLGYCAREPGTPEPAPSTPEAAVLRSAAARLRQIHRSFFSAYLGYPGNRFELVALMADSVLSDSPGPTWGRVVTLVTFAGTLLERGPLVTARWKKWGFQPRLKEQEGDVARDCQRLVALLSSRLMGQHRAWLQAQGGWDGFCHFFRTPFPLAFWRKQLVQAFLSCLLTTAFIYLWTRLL
# Bim-Bcl-2: inhibitors of Bim-Bcl-2 interaction, human; hit rate 0.06% among 190,000; inhibition, % at 10 µM; Bead-based flow cytometry, Bim peptide-Bcl-2 binding; AID 950; in the data active means inhibition above about 40%; inconclusive means no clear call, values can overlap the other calls;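 further: 0% = no compound wells with probe peptide and 100% = reference peptide inhibitor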
# Bcl-XL Bim block: inhibitors of Bim-Bcl-XL interaction, human. Q07817. inhibition, % at 10 µM. hit rate 0.04% among 190,000. Bim peptide-Bcl-XL binding, bead flow cytometry, fluorescence
# Target sequence (Q07817 whole entry, looked up): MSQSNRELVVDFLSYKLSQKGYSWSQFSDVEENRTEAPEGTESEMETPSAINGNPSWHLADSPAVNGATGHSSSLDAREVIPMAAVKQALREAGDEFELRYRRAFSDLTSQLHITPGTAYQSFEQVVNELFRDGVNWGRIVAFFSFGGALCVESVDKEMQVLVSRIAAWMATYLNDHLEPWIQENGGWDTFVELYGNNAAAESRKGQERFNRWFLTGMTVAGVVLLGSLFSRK
# Bfl-1 Bim block: disrupts Bim binding to human Bfl-1; Q16548; Bead-based flow cytometry, Bim-Bfl-1 binding inhibition; inhibition, % at 10 µM; hit rate 0.12% among 190,000; AID 1008;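 further: 0% = wells without compound plus tracer and 100% = blocker peptide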
# RGS7-Gao: human RGS7-Galphao interaction regulation | P09471 | Multiplexed bead flow cytometry, RGS7-Galphao binding; actives lie on both sides | binding response (% of control), % at 10 µM | hit rate 0.35% among 220,000 | AID 1439; in the data active means binding response below about 49% or above about 150%; inconclusive means no clear call, values can overlap the other calls; inactive means in between;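 further: fluorescent Galphao held in activated GDP-AlF4 state binding bead-coupled RGS7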
# Target sequence (P09471 whole entry, looked up): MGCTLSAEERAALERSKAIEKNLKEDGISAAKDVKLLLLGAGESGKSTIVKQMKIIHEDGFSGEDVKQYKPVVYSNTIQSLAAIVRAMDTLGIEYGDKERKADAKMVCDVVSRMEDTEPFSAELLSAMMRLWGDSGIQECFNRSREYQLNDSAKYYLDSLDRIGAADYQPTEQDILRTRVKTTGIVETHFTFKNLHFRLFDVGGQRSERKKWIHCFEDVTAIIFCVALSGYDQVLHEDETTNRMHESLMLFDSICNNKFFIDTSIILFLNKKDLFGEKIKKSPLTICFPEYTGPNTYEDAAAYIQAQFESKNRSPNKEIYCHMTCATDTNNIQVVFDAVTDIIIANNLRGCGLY
# RGS8-Gao: human RGS8-Galphao interaction regulation. multiplexed bead flow cytometry, RGS8-Galphao binding; actives lie on both sides. hit rate 0.34% among 220,000. response (percent of control binding), % at 10 µM. P09471; in the data active means response below about 60% or above about 140%; inactive means in between;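 further: Galphao activated as the GDP aluminium fluoride complex binding bead-coupled RGS8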
# RGS4-Gao reg: human RGS4-Galphao interaction regulation; binding response (% of control), % at 10 µM; P09471; Multiplexed bead flow cytometry, RGS4-Galphao binding; actives lie on both sides; hit rate 0.33% among 220,000; in the data active means binding response below about 49% or above about 150%; inactive means in between;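 further: fluorescent Galphao activated with aluminum fluoride binding bead-coupled RGS4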
# * = called active by the depositor; ? = inconclusive; . = no result given. Unless noted, no stated cut-off is given here; in the data, active means inhibition above about 40%. Hits appear at their usual frequency; 1.8% or so of the library scored in one or more.
SMILES,Mcl-1 Bim block,Mcl1 Bid PPI,GSH bead fluor,Bim-Bcl-W,Bcl-B Bim block,Bim-Bcl-2,Bcl-XL Bim block,Bfl-1 Bim block,RGS7-Gao,RGS8-Gao,RGS4-Gao reg
COc1ccc(CN=Cc2[nH]c3ccc(Br)c(Cl)c3c2O)cc1,5,-132,48,7,-12,1,-10,5,102,104,105
CCc1sc(C(=O)N2CCN(S(C)(=O)=O)CC2)cc1Br,-1,-4,31,0,-9,-11,-6,-15,100,102,101
CCCCn1nc2cc(C(=O)NCc3ccc(OC(F)(F)F)cc3)ccc2c1OC,-2,-13,14,0,0,1,0,3,101,108,103
COCCNC(=O)CCCn1c(=O)c2cc(OC)c(OC)cc2n(CC(=O)c2cccc(OC)c2)c1=O,-2,5,17,-2,-3,0,-3,-5,?,102,102
CC(=O)Nc1ccccc1OCC(=O)NCCC1=CCCCC1,0,-14,11,0,-3,-2,-2,-10,103,101,99
Cc1cc(C)cc(NC(=O)C(Nc2ccccc2)c2ccccc2)c1 (configuration not stated),-2,-14,5,-3,-1,-4,-5,-2,102,105,108
Cc1ccccc1Nc1nc(N)nc(COC(=O)c2cccn2C)n1,-1,-31,28,-1,-14,-12,-14,-14,104,102,102
O=C(Cc1csc(Nc2nc(=S)[nH]c3ccccc23)n1)NCCCN1CCN(c2ccccc2F)CC1,0,-61,9,3,0,1,0,0,101,102,104
Cc1ccc(N2C(N)=C(C#N)C3(C(=O)N(C)c4ccccc43)C3=C2CC(C)(C)CC3=O)cc1Cl (configuration not stated),-1,-18,10,0,4,-1,0,0,112,116,114
CC(C)Cc1nnc(NC(=O)CCC(=O)N2CCN(S(=O)(=O)c3ccccc3)CC2)s1,-4,-24,4,-4,-3,1,-5,0,99,102,101
Cn1nnnc1SCCNCc1cccnc1,-2,45,14,0,-7,-8,-3,-11,99,97,96
Cc1ccc(S(=O)(=O)NC2=C(N3CCN(Cc4ccccc4)CC3)C(=O)c3ccccc3C2=O)cc1,-4,-24,25,-2,-8,-9,-7,-18,97,99,95
O=c1[nH]c2ccccc2nc1/C=C/c1ccc(F)cc1,-21,-30,13,-6,-37,-4,-6,0,104,100,104
COc1cc(/C=C/C(=O)OCC(=O)NC(=O)NC(C)(C)C)cc(OC)c1OC,6,-14,19,7,2,7,2,1,106,127,105
Cc1cccc2cc(C3CC(c4ccco4)=NN3C(=O)CCC(=O)O)c(Cl)nc12 (configuration not stated),0,-40,17,-2,0,-1,0,-2,102,100,102
CCOC(=O)CSc1nnc(CNc2ccccc2Cl)n1-c1ccccc1,-1,-14,31,-1,-3,0,-2,0,102,100,102
CC(c1ccco1)N(C(=O)c1ccccc1NS(=O)(=O)c1ccc(Cl)c([N+](=O)[O-])c1)c1ccccn1 (configuration not stated),0,-18,9,-1,0,-1,-4,2,103,117,108
COc1ccc(NC(=O)CSc2nnc(-c3cccs3)n2-c2ccccc2)cc1,1,-25,8,-2,2,2,0,0,97,99,98
Cc1csc(NC(=O)CSc2nnc(-c3ccc(S(=O)(=O)N4CCCC4)cc3)o2)n1,-1,-8,5,1,-3,2,-5,-2,99,101,98
CCC(NS(=O)(=O)c1ccc(C)cc1)C(=O)Nc1ccc(NC(C)=O)cc1 (configuration not stated),29,-12,19,17,-20,11,33,12,91,99,99
CC(C)Cc1ccc(C(C)NC(=O)c2ccc(=O)[nH]c2)cc1 (configuration not stated),-1,-19,9,0,-3,-2,-1,-5,102,100,99
O=C(NCCc1c[nH]c2ccccc12)C(=O)NCC(c1cccnc1)N1CCN(c2ccccc2)CC1 (configuration not stated),0,-14,17,-1,0,0,-3,1,95,86,94
CCCCNC(=O)COC(=O)CNC(=O)c1cc(Cl)cc([N+](=O)[O-])c1,0,-7,15,0,-4,-4,-1,-6,103,102,101
C=CCOc1c2ccc(C(=O)NCc3ccccc3OC)cc2nn1C,0,64*,14,-2,1,-1,0,0,102,100,101
Cc1cc(NC(=O)c2cc(-c3ccco3)on2)no1,-1,-19,61,-2,-3,3,-2,2,93,85,83
SMILES,Mcl-1 Bim block,Mcl1 Bid PPI,GSH bead fluor,Bim-Bcl-W,Bcl-B Bim block,Bim-Bcl-2,Bcl-XL Bim block,Bfl-1 Bim block,RGS7-Gao,RGS8-Gao,RGS4-Gao reg
CCOc1ccc(CN2CCN(c3cc(C)nc4c5c(C)cc(C)nc5nn34)CC2)cc1,3,11,21,6,-1,0,2,-3,100,102,102
O=C(c1ccccc1)N1CCCOC1c1ccccc1 (configuration not stated),-2,-15,21,0,-2,-2,0,-1,101,101,102
O=C(CSc1cccs1)Nc1ccc2ccccc2c1,0,-23,8,1,2,-1,0,0,91,93,89
O=C(c1cccc(F)c1F)N1CCCC1,0,-2,17,-1,-1,-7,-1,0,96,100,94
CCCn1nc(NC(=O)C2CCCO2)c2cc3cc(C)ccc3nc21 (configuration not stated),0,-12,32,2,-9,-7,-4,-9,97,100,100
Cc1ccc(N=C2NC(=O)/C(=C\c3ccc(C)s3)S2)cc1,0,-27,12,-1,-3,-6,0,-5,95,103,95
COc1cc(C(=O)NC(=S)Nc2ccc3c(c2)C(=O)N(C)C3=O)cc(OC)c1OC,-4,-20,9,-2,-5,-6,-6,0,101,99,100
CSc1nc(C)c(C(=O)C[n+]2ccc(C)cc2)cc1C#N,0,-1,16,-5,-8,-10,-7,-7,?,95,91
O=C(NNC(=S)Nc1cccc(Cl)c1)c1ccccc1OC(F)F,-9,-89,6,0,-27,-1,-6,2,109,107,103
CC(=O)N1N=C2/C(=C/c3ccccc3)CCCC2C1c1ccccc1 (configuration not stated),-1,-12,14,2,-3,-4,0,-4,107,101,106
CCN(CC)S(=O)(=O)c1ccc2c3c(cccc13)C(=O)N2,-2,5,18,-1,-8,-7,-3,-9,100,100,101
CC(C)OC(=O)CSc1nnc2n1C(C)(C)Cc1ccccc1-2,-2,-50,14,0,-3,-2,0,0,99,96,88
Cc1ccc(C(=O)NNC(=O)Cc2cccs2)cc1,-2,-6,15,-6,-8,-1,-5,-6,100,100,101
CCOC(=O)c1c(NC(=O)CN2C(=O)c3ccccc3C2=O)sc(Cc2ccc3c(c2)OCO3)c1C,-1,-9,17,-1,-2,0,-4,0,98,98,98
COC(=O)c1ccccc1NC1=C/C(=N\S(=O)(=O)c2cccs2)c2ccccc2C1=O,0,-35,11,0,0,-2,2,1,95,98,90
c1ccc(Cc2nnc3sc(-c4ccccn4)nn23)cc1,-2,-3,21,-2,-19,-4,-3,-7,99,98,94
COc1cc(-c2nc3ccc(N4CCN(C)CC4)cc3[nH]2)cc(OC)c1OC,1,-29,13,-3,0,0,-2,0,96,100,100
O=c1oc2ccccc2cc1-c1cn(-c2ccccc2)c(=S)[nH]1,-5,-1,6,-1,-28,4,-3,8,109,87,94
C/C(=N\NC(=O)CSc1nc(C)cc(C)n1)c1cccc([N+](=O)[O-])c1,-4,12,20,-6,-15,-8,-10,-17,102,104,101
CC1CCc2nc(N)c(C#N)c(-c3ccncc3)c2C1 (configuration not stated),5,.,36,3,1,0,1,0,92,94,89
O=S(=O)(c1ccccc1)N1N=C(c2ccccc2)CC1c1ccccc1 (configuration not stated),-1,-43,13,-2,-5,-2,0,-7,102,104,102
CCn1c(SCC(=O)N2CCC(C(N)=O)(N3CCCCC3)CC2)nnc1-c1ccccc1,-7,-12,28,-12,-10,-3,-23,-10,103,98,101
COc1ccc(S(=O)(=O)NCCOc2cccc3cccnc23)cc1OC,13,-16,10,0,65*,76*,3,44*,100,102,100
CCSc1nc2ccccc2n1C(=O)c1ccc(S(=O)(=O)N2CCCCC2)cc1,2,-5,13,3,-8,-9,0,-11,107,106,104
CC(C)(C)NC(=O)NC(=O)CN1CCCc2ccccc21,-4,-72,13,0,-5,-2,-4,-6,94,102,104
SMILES,Mcl-1 Bim block,Mcl1 Bid PPI,GSH bead fluor,Bim-Bcl-W,Bcl-B Bim block,Bim-Bcl-2,Bcl-XL Bim block,Bfl-1 Bim block,RGS7-Gao,RGS8-Gao,RGS4-Gao reg
CC(=O)c1c(C)[nH]c(C(=O)CSc2nnc(N)s2)c1C,0,-16,12,1,0,-4,0,-5,?,97,94
COc1ccccc1NC(=O)C1=C(C)Nc2nc(CCCO)nn2C1c1ccc2c(c1)OCO2 (configuration not stated),-1,-6,22,0,0,-1,-4,0,98,101,103
CN(C)c1nc(-c2ccccn2)nnc1-c1ccccc1,1,-41,10,1,-6,-7,0,-7,95,102,101
Cc1cc[n+](CC(=O)c2ccccc2)c2ccccc12,-2,-22,10,-2,-4,0,-1,-1,105,105,102
O=C(c1c[nH]c(C(=O)C(Cl)(Cl)Cl)c1)c1ccc(F)cc1Cl,1,-4,18,0,-1,-2,0,-4,?,98,99
COc1cc(C(=O)OCC2CC(c3ccccc3)=NO2)cc(OC)c1OC (configuration not stated),-2,-18,20,-4,-4,-6,-5,-6,103,98,102
CSc1cccc(NC(=O)CCCOc2ccc(Cl)cc2Cl)c1,-5,2,19,-6,-9,-3,-5,-3,101,99,92
O=C1C2C(c3ccccc3)C=CC(c3ccccc3)C2C(=O)N1c1ccccn1 (configuration not stated),-3,3,10,-6,-10,-7,-6,-16,97,97,93
COc1ccc(C)cc1NC(=O)CN(c1ccccc1)S(C)(=O)=O,3,-43,15,0,-3,-3,-3,-13,101,101,100
Cc1[nH]n(-c2ccccc2)c(=O)c1C=Nc1ccc(S(=O)(=O)N(C)C)cc1,-1,-14,6,-3,-2,3,-4,0,103,101,103
CC1(C)CC(=O)c2sc(NC(=O)c3ccco3)nc2C1,-2,-10,22,0,-5,-6,-4,-9,100,104,104
CCCN(CCC)CCNS(=O)(=O)c1ccc2c(c1)oc(=O)n2C,-1,-9,45,1,-8,-8,-6,-10,100,100,102
CCOc1ccc2oc(C(=O)OCC(=O)NC3CC3)c(C)c2c1,0,-25,18,-5,-7,1,-7,-2,102,99,100
COc1cc(C2C(C#N)=C(N)N(c3cccnc3)C3=C2C(=O)CCC3)ccc1O (configuration not stated),2,-56,43,1,-2,-4,0,-1,98,97,100
O=C(CN1CCC(NC(=O)c2ccccc2F)CC1)NCc1ccc(F)cc1,-1,3,34,0,-11,-5,-3,-11,102,102,104
O=C(N/N=C\c1ccc(Br)o1)C1COc2ccccc2O1 (configuration not stated),3,-57,24,2,1,-2,-3,0,98,101,98
COCCNC(=O)c1n[nH]c2ccccc12,0,-20,12,0,-3,-3,-3,-7,101,105,106
COc1cccc(NC(=O)C2C3C=CC4(O3)C2C(=O)N(C(C)C)C4C(=O)NC2CCCCC2C)c1 (configuration not stated),-3,-7,18,-4,-9,-4,-8,-17,101,98,99
Cc1cc(C)nc(N(C#N)Cc2cccc(Cl)c2)n1,-2,-18,12,-2,-5,-9,-3,-7,110,107,103
c1cn(-c2ccc(-c3ccnc4ncnn34)cc2)cn1,3,-34,10,-2,0,3,1,-3,89,100,98

# Bfl-1 Bim block, hit marks shown above.
SMILES,Mcl-1 Bim block,Mcl1 Bid PPI,GSH bead fluor,Bim-Bcl-W,Bcl-B Bim block,Bim-Bcl-2,Bcl-XL Bim block,Bfl-1 Bim block,RGS7-Gao,RGS8-Gao,RGS4-Gao reg
COc1ccc(S(=O)(=O)NCCOc2cccc3cccnc23)cc1OC,13,-16,10,0,65*,76*,3,44*,100,102,100
